Bioassay records from PubChem BioAssay.
IDE inh – inhibits human insulin-degrading enzyme in HEK cells; AID 434962; FAbetaB cleavage, fluorescence polarization; hit rate 0.41% among 320,000; P14735; inhibition, % at 5.59 µM;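 active = percent inhibition above the average of all tested compounds plus 3 SD, set per screening campaign, cut at about 16% in these data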;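 note: IDE supplied by intact live HEK cells; FP after avidin binding of uncleaved biotin substrate so inhibition keeps polarization high; 0% = DMSO wells and 100% = 60 µM reference IDE inhibitor Ii1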
Target sequence (P14735 whole entry, looked up): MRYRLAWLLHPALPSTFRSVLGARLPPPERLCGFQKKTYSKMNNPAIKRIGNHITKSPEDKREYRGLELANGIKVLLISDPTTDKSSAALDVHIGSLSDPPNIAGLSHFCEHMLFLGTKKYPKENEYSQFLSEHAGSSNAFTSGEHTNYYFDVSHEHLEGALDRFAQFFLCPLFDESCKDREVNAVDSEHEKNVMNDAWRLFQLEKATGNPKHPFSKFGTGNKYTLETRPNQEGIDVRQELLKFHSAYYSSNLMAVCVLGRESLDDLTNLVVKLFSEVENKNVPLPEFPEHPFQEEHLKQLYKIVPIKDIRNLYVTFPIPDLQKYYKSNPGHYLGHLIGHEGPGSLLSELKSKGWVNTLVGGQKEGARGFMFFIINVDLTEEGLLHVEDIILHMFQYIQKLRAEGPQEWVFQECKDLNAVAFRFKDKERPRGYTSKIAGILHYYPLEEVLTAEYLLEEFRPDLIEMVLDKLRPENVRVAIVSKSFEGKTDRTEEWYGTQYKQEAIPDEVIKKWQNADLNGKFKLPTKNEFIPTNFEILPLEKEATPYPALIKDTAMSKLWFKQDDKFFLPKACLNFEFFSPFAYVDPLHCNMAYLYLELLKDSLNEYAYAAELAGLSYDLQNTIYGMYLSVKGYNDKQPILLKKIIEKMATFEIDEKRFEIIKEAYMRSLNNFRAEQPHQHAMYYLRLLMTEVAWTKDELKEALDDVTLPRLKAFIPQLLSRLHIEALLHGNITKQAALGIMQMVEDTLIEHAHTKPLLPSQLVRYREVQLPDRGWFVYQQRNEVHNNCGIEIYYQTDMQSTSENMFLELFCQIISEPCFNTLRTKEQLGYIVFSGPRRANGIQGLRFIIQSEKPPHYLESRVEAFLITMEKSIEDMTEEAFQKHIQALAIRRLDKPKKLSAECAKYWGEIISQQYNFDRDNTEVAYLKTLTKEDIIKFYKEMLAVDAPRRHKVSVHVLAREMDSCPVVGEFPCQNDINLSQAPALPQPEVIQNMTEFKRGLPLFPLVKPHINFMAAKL
IDE cell activ – IDE (human) activation, cell-based; HEK cells, FAbeta-B cleavage, fluorescence polarization; 0% vehicle, 100% cell-free pure enzyme wells; activation, % at 5.96 µM; hit rate 0.073% among 340,000;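 active = activation above the mean of all tested compounds plus 3 SD, set per screening campaign, cut at about 17% in these data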
* = called active by the depositor. This is a subset, so the mix of outcomes need not match the whole.

cpd	SMILES	IDE inh	IDE cell activ
1	CC(N=C1NS(=O)(=O)c2ccccc21)C(=O)Nc1ccc(F)cc1Cl (stereo not drawn)	-2	1
2	O=C(NCCC1CCCCN1S(=O)(=O)c1ccc(F)cc1)C(=O)NCC1CCCO1 (stereo not drawn)	2	-1
3	O=C(Cn1cnc2ccccc2c1=O)NNC(=O)c1ccccc1F	4	1
4	CC(NC(=O)c1ccccc1NC(=O)CN1CCN(c2ccccc2O)CC1)c1ccccc1 (stereo not drawn)	-1	8
5	Cc1[nH]c(=O)c(C#N)c(C)c1CSc1ncccn1	2	6
6	CC(NC(=O)COC(=O)c1ccccc1SCC(=O)N1CCCC1)c1ccccc1 (stereo not drawn)	-1	-7
7	CC(C)[C@H](NS(=O)(=O)c1ccccc1)C(=O)Nc1ccccc1N1CCOCC1	2	-4
8	CCC(CC)c1nnc(NC(=O)CSCC(=O)Nc2cc(C)on2)s1	7	3
9	O=C(CCN1C(=O)C2CCCCC2C1=O)N1CCN(S(=O)(=O)c2ccccc2)CC1 (stereo not drawn)	3	4
10	CCCOc1ccc(C(=O)Nc2ccc(S(=O)(=O)N3C[C@@H]4C[C@@H](C3)c3cccc(=O)n3C4)cc2)cc1	5	-19
11	COc1cccc(CN(C)C(=O)C(CCSC)NS(=O)(=O)c2ccc3c(c2)OCCO3)c1OC (stereo not drawn)	4	0
12	CC(=O)c1c(C)[nH]c(C(=O)OCC(=O)NCc2ccc(Cl)cc2)c1C	-2	5
13	CCCCc1ccc(NC(=O)CSc2nc(=O)n(CCN3CCOCC3)c3c2CCC3)cc1	-7	3
14	O=C1NC[C@@H](c2ccccc2)OC(=O)[C@@H](Cc2ccc(F)cc2)CC/C=C/C[C@@H]1CC(=O)N(CCO)Cc1ccccc1	0	-2
15	CC1CCCN(C(=O)NC2CC(=O)N(c3ccc4c(c3)OCCO4)C2)C1 (stereo not drawn)	-5	0
16	CC(NC(=O)c1ccc([N+](=O)[O-])o1)C1CC2CCC1C2 (stereo not drawn)	1	-1
17	O=C1C=C(c2ccc(-c3ccccc3)c(F)c2)C[C@@H](c2ccc(F)cc2)C1	0	2
18	O=C(Nc1cccc(-c2ccc(N3CCOCC3)nn2)c1)c1ccc(F)cc1F	7	-5
19	Cc1nnc(NC(=O)c2cc(-c3ccco3)nc3ccccc23)s1	3	4
20	CCN(CC(=O)Nc1ccc(NC(C)=O)cc1)C(=O)/C=C/c1cn(-c2ccccc2)nc1-c1ccc(F)cc1	0	4

5 structures already listed, sorted by SMILES length, falling:
cpd	SMILES	IDE inh	IDE cell activ
14	O=C1NC[C@@H](c2ccccc2)OC(=O)[C@@H](Cc2ccc(F)cc2)CC/C=C/C[C@@H]1CC(=O)N(CCO)Cc1ccccc1	0	-2
17	O=C1C=C(c2ccc(-c3ccccc3)c(F)c2)C[C@@H](c2ccc(F)cc2)C1	0	2
7	CC(C)[C@H](NS(=O)(=O)c1ccccc1)C(=O)Nc1ccccc1N1CCOCC1	2	-4
13	CCCCc1ccc(NC(=O)CSc2nc(=O)n(CCN3CCOCC3)c3c2CCC3)cc1	-7	3
2	O=C(NCCC1CCCCN1S(=O)(=O)c1ccc(F)cc1)C(=O)NCC1CCCO1 (stereo not drawn)	2	-1

Entries from the list above that contain an NH in an aromatic ring:
cpd	SMILES	IDE inh	IDE cell activ
5	Cc1[nH]c(=O)c(C#N)c(C)c1CSc1ncccn1	2	6
12	CC(=O)c1c(C)[nH]c(C(=O)OCC(=O)NCc2ccc(Cl)cc2)c1C	-2	5

Additional results follow:
cpd	SMILES	IDE inh	IDE cell activ
21	O=C1CCCN1c1ccc(C(=O)N(Cc2nnc(-c3ccccc3Cl)o2)C2CC2)cc1	1	2
22	CCN1C(=NCCc2ccc(Br)cc2)N[C@@H](c2ccccc2)[C@H](C(=O)OC)[C@H]1C	3	1
23	CCC(=O)c1ccc(OCC(=O)N2CCN(c3ncccn3)CC2)cc1	-1	9
24	Cc1ccc(NC(=O)COC(=O)c2cccc(OC(F)F)c2)cc1S(=O)(=O)N1CCCCC1	-1	3
25	N#Cc1cccc(NC(=O)CCc2ccc(S(=O)(=O)N3CCOCC3)cc2)c1	1	7
26	O=C1CC2(CCN(C(=O)c3ccccc3F)CC2)Oc2ccccc21	-5	2
27	O=C(CNC(=O)c1ccc(Cl)cc1)NCc1ccccn1	7	-1
28	COc1ccc(Cl)cc1NC(=O)CN(C)C(=O)c1cccc(-n2cnnn2)c1	3	1
29	O=C(NCc1ccccc1Cl)[C@@H]1CCCN1S(=O)(=O)c1ccc(Cl)cc1	6	8
30	O=C(NCC1CCCN1S(=O)(=O)c1cccs1)C(=O)Nc1ccccc1 (stereo not drawn)	1	2
31	C=CC[C@@H](Cc1ccc(F)cc1)C(=O)OC[C@@H]1CCCN1C(=O)[C@@H](CC=C)CC(=O)N[C@@H](CO)Cc1ccccc1	0	11
32	Cc1ccn2c(NCc3ccccc3)c(-c3cccc(SC4CCCCC4)c3)nc2c1	-5	-2
33	COC(=O)c1c(NC(=O)COC(=O)c2ccccn2)sc(C)c1C	4	-1
34	Cc1cc(C)n(CC(=O)NNC(=O)CC(C)c2ccccc2)n1 (stereo not drawn)	0	2
35	Cc1nc(SCC(=O)Nc2cc(S(=O)(=O)N3CCOCC3)ccc2Cl)nc(C)c1C	1	-1
36	CCN(C(=O)COc1ncnc2ccccc12)C1CCCCC1	-2	8
37	O=C(CN(Cc1ccco1)C(=O)c1cccc(F)c1)Nc1ccccc1C(F)(F)F	-4	3
38	CCOC(=O)C1=C(N)OC2=C(C(=O)CCC2)C1c1ccc2c(c1)OCO2 (stereo not drawn)	-3	-5
39	Cc1ccc2nc(Cl)c(/C=N/NC(=O)CN3CCOCC3)cc2c1	2	-3
40	Cc1noc(C)c1NC(=O)N(C)C[C@H]1Oc2ccc(NS(=O)(=O)c3cn(C)cn3)cc2C(=O)N([C@H](C)CO)C[C@@H]1C	4	2

Remaining list, next part.
cpd	SMILES	IDE inh	IDE cell activ
41	CCOc1ccc(-n2ccnc(SCC(=O)NC3CCCC3)c2=O)cc1	10	3
42	O=C(COC(=O)c1ccccn1)NNC(=O)c1ccc([N+](=O)[O-])cc1	-2	1
43	COc1ccc(Cl)cc1N1C(=O)CC(N2CCN(S(=O)(=O)c3ccccc3F)CC2)C1=O (stereo not drawn)	1	-7
44	O=C(Nc1ccc(S(=O)(=O)Nc2ncccn2)cc1)C1=COCCO1	-2	8
45	CCN1CCN(c2ccc(S(=O)(=O)N3CCCCC3)cc2NC(=O)c2cccc(C)c2[N+](=O)[O-])CC1	-4	3
46	COc1ccc(NC(=O)C2CC(=O)N(Cc3ccco3)C2)cc1Cl (stereo not drawn)	0	1
47	Cc1cc(OCC(=O)OCC(=O)NCc2cccs2)ccc1Cl	4	5
48	CC(C)=CCCC(C)CCO (stereo not drawn)	5	3
49	O=C(NCCCN1CCCC1=O)C1CCN(S(=O)(=O)c2cccc(Cl)c2Cl)CC1	4	-2
50	Cc1cc(/C=C2\SC(=S)N(C)C2=O)c(C)n1-c1ccccc1O	27*	-47
51	O=C(Nc1ccc(F)cc1)c1ccc(C(=O)N2CCOCC2)cc1	3	5
52	O=C(COC(=O)C1=NNC(=O)CC1)NCCc1ccccc1	5	0
53	COc1ccc(N2CCN(C(=O)c3ccc(S(=O)(=O)NCc4ccco4)cc3)CC2)cc1	0	0
54	COc1ccc(CCNS(=O)(=O)c2ccc3[nH]c(=O)[nH]c3c2)cc1	4	3
55	CC(OC(=O)c1ccc(NC(=O)CC#N)cc1)C(=O)Nc1ccc2c(c1)OCCO2 (stereo not drawn)	-1	2
56	COC(=O)[C@]1(C)N[C@H](c2ccc(-c3ccc(Cl)c(Cl)c3)c(OC)c2)[C@@H]2C(=O)N(C)C(=O)[C@@H]21	-1	1
57	CCCCN(C(=O)CSCC(=O)Nc1cccc(C)c1)c1c(N)n(Cc2ccccc2)c(=O)[nH]c1=O	-3	6
58	COc1cc2c(cc1OC)CN(C(=O)c1ccc(N3CCCC3)c([N+](=O)[O-])c1)CC2	6	-3
59	CCOc1ccc(-c2ccc3nnc(SCC(=O)NCC4CCCO4)n3n2)cc1 (stereo not drawn)	-1	3
60	Cc1cc(OCC(=O)OCC(=O)N2c3ccccc3NC(=O)C2(C)C)ccc1Cl	-4	2

A second format for 3 compounds above:
41: CCOc1ccc(-n2ccnc(SCC(=O)NC3CCCC3)c2=O)cc1
58: COc1cc2c(cc1OC)CN(C(=O)c1ccc(N3CCCC3)c([N+](=O)[O-])c1)CC2
55: CC(OC(=O)c1ccc(NC(=O)CC#N)cc1)C(=O)Nc1ccc2c(c1)OCCO2 (stereo not drawn)

| Compound | 41 | 58 | 55 |
| --- | --- | --- | --- |
| IDE inh | 10 | 6 | -1 |
| IDE cell activ | 3 | -3 | 2 |

The list continues:
cpd	SMILES	IDE inh	IDE cell activ
61	COc1cc(N(Cc2ccccc2)Cc2ccccc2)c2ncn(C(C)C)c2c1	-1	0
62	CC(=O)c1c(C)[nH]c(C(=O)CN2CCN(S(=O)(=O)c3ccc(C(C)C)cc3)CC2)c1C	5	3
63	Cc1cc(C)nc(SCC(=O)N(C)CC(=O)Nc2c(Cl)cccc2Cl)n1	8	4
64	CON(C)C(=O)CC1(CN(Cc2ccccc2)C(=O)OC(C)(C)C)CCCCC1	-2	0
65	CC(NC(=O)c1cccs1)c1ccccc1 (stereo not drawn)	3	-2
66	COc1ccc(S(=O)(=O)N(C)C[C@H]2Oc3ccc(NC(=O)Cc4cn(C)c5ccccc45)cc3C(=O)N([C@@H](C)CO)C[C@@H]2C)cc1	0	3
67	Cc1noc(C)c1COc1ccccc1C(=O)N(C)CC(=O)Nc1ccc(Cl)c(Cl)c1	0	10
68	NC(=O)c1ccc(NC(=O)COC(=O)c2cc3c(s2)CCC3)cc1	5	4
69	Cc1ccc(NS(=O)(=O)c2ccc(C)c(NC(=S)NCCN3CCOCC3)c2)c(C)c1	6	5
70	CCCCOc1cc(NCc2ccccc2)c2ncn(C(C)C)c2c1	4	7
71	Cc1ccc2nc(SCC(=O)Nc3cc(C)on3)nc(=O)n2c1	-1	1
72	COc1ccc(S(=O)(=O)N2CCC(C(=O)NC(c3nc4ccccc4[nH]3)C(C)C)CC2)cc1 (stereo not drawn)	-2	5
73	O=C(NNC(=O)c1cccc(-n2cccc2)c1)c1ccc(F)cc1	-1	7
74	O=C(CSc1ccccn1)Nc1cccc(S(=O)(=O)N2CCCC2)c1	-2	2
75	Cc1ccc(S(=O)(=O)N2CCN(C(=O)C3CC3C)CC2)c(C)c1 (stereo not drawn)	-1	-3
76	Cn1c2cc(Br)sc2c2cnn(Cc3c(F)cccc3Cl)c(=O)c21	1	3
77	COCCNc1nnc(SCC(=O)Nc2cc(C)on2)s1	-2	4
78	CCCCN1C(=O)C(=O)N(CC(=O)c2ccc[nH]2)C1=O	-6	1
79	COc1ccccc1N1CCN(Cc2cc(=O)c(OCC(=O)Nc3ccccc3)co2)CC1	-1	1
80	CN(C(=O)COC(=O)c1ccc(Br)c(S(=O)(=O)N2CCOCC2)c1)C1CCCCC1	0	5

Next records follow:
cpd	SMILES	IDE inh	IDE cell activ
81	COc1ccc(NC(=O)COc2coc(CN3CCc4ccccc43)cc2=O)cc1	4	6
82	CN(CC(=O)Nc1ccccc1Br)C(=O)CCc1nc2ccccc2c(=O)[nH]1	1	-1
83	Cc1nc2ccsc2c(=O)n1-c1cccc(Cl)c1	-5	1
84	O=C(COC(=O)CC1CCCCC1)Nc1c(Cl)cccc1Cl	3	3
85	Cc1cc(=O)oc2cc(NC(=O)COc3ccccc3[N+](=O)[O-])ccc12	2	4
86	CC(C)N(C(=O)[C@H]1CC(CC(=O)NCc2cccc(C(F)(F)F)c2)C(=O)N2CCc3c([nH]c4ccccc34)[C@]12C)C(C)C (stereo partly drawn)	-1	3
87	Cc1ccc(NC(=O)c2ccc(=O)[nH]n2)cc1S(=O)(=O)Nc1ccc(SC(F)F)cc1	-2	2
88	COc1cc(C(=O)NCC(=O)N2CC=C(c3ccccc3)CC2)cc(OC)c1OC	-3	-7
89	CCOC(=O)c1ccc(NC(=O)CSc2nc(=O)n(CCN3CCOCC3)c3c2CCC3)cc1	7	-2
90	Cc1ccc2c(CC(=O)Nc3ccc(F)c(S(=O)(=O)N4CCOCC4)c3)coc2c1	0	0
91	O=C(CNS(=O)(=O)c1ccc(Cl)c(C(F)(F)F)c1)NC1CCCCC1	1	3
92	CCN(C(=O)COC(=O)CCCOc1ccccc1)c1c(N)n(Cc2ccccc2)c(=O)[nH]c1=O	1	-1
93	O=C(c1c(F)cccc1F)N1CCN(S(=O)(=O)c2ccc3c(c2)OCCO3)CC1	-5	2
94	CN1CCN(S(=O)(=O)c2cccc(C(=O)NCCC3=CCCCC3)c2)CC1	-4	3
95	CCC(CO)Oc1cc(NC(=O)c2ccccc2)c2ncn(C(C)C)c2c1 (stereo not drawn)	7	-5
96	O=C(Nc1ncccc1O)c1cccc(S(=O)(=O)N2CCCc3ccccc32)c1	5	2
97	CN(CC(=O)Nc1ccc(F)cc1)C(=O)CCc1nc2ccccc2c(=O)[nH]1	2	-3
98	CCN(CC(=O)Nc1ccccc1C(F)(F)F)C(=O)c1ccc(N2CCCC2=O)cc1	5	3
99	Nc1ccc(N2CCCC2)c(S(=O)(=O)Nc2cccc(C(F)(F)F)c2)c1	-3	1
100	O=C(CSC1=NS(=O)(=O)c2ccccc2N1)Nc1nccs1	6	1
